# Source: PubChem BioAssay
# USP1 inh: USP1/UAF1 (human) deubiquitinase inhibition | O94782 | recombinant USP1/UAF1, Ub-Rhodamine cleavage fluorescence | Potency, µM (top dose mostly 57.1 µM), for inactives: at the top dose activity change, negative = inhibition, usual class: inhibitors | 390,000 tested, 0.23% active; further: potency means the concentration at half of the fitted maximal effect; on the % scale 0 is the no-effect control and ±100 the full control effect; nearly all actives have a fitted effect of over 60% in size; inactives centre near -12
#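 1 nM enzyme complex + cpd, 15 min RT; start with Ub-Rho 150nM final; kinetic fluorescence ex 480/em 540, 6 reads q60 s. Buffer 50mM HEPES pH 7.8, 0.5mM EDTA, 0.1 mg/ml BSA, 1mM TCEP, 0.01% Tween-20.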
# D2 antagonist: antagonists of human D2 dopamine receptor; P14416; inhibition, % at 10 µM; HEK293 TREx D2 cells, calcium flux, dopamine EC80; 340,000 tested, 2% active; AID 485344; in the data active means inhibition above about 30%; further: 0% is about no effect
# Target sequence (P14416 whole entry, looked up): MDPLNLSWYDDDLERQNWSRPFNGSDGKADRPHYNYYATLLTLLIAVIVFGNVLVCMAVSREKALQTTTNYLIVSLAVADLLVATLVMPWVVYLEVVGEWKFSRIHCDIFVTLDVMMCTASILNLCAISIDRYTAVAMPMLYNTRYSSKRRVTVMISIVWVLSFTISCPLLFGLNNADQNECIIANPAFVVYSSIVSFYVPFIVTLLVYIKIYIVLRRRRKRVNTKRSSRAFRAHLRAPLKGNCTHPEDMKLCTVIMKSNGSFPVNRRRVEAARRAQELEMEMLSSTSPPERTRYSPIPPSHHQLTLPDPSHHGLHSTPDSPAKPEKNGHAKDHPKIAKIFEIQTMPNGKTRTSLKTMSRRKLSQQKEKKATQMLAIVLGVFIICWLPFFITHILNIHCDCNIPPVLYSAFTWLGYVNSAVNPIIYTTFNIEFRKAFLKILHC
#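 Dopamine at EC80 is the agonist stimulus; test compounds precede it by 180 s. Calcium flux read kinetically in a force-coupled, inducible HEK293 T-REx D2 cell line.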
# TRHR ag: activates the human TRH receptor; TRHR cells, calcium flux fluo-8, FDSS agonist mode; activation, % at 2 µM; 360,000 tested, 0.18% active; in the data active means activation above about 30%; further: 0% is about no effect
#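 Steps: seed TRHR cells overnight; add fluo-8 no-wash Ca dye, RT 30 min–1.5 h; record 10 s baseline; pin-transfer compounds; monitor fluorescence 1 cycle/s for the agonist window. Calcium increases flag candidate agonists.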
# TrxR1 substrate: rat thioredoxin reductase 1 substrate activity | 390,000 tested, 0.01% active | O89049 | purified TrxR1 substrate turnover, NADPH consumption readout | Potency, µM (series often up to 114 µM), for the others: at the top dose activity change, negative = substrate turnover; further: potency means the concentration at half of the fitted maximal effect; on the % scale 0 is the no-effect control and ±100 the full control effect; nearly all actives have a fitted effect of over 50% in size
# Target sequence (O89049 whole entry, looked up): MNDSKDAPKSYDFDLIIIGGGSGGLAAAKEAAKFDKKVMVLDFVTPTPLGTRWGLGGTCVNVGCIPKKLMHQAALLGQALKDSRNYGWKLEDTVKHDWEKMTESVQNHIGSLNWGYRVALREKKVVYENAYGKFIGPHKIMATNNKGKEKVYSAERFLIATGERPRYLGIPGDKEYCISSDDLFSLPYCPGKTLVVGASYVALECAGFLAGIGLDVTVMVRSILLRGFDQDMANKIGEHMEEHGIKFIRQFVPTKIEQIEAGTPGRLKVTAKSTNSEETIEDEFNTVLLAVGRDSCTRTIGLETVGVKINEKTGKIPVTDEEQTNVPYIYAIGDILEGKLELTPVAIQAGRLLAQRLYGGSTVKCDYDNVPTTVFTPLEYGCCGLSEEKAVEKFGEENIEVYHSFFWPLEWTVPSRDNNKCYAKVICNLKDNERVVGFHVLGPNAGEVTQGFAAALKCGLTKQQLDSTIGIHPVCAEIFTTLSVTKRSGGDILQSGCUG
#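 Rat TrxR1, dispensed at 90 nM, was prereduced with 400 uM NADPH (final) for 5 min at ~22 deg C, then incubated with compound 15 min before 400 uM selenite. A first-read NADPH fluorescence drop versus no-compound background flagged substrates.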
# PI4K2A inh: blocks human PI4K2A kinase activity. Q9BTU6. purified PI4K2A, ADP-Glo luminescence, 1 h; stronger effect = lower value. activity change, negative = inhibition, % at 76.9 µM. 420,000 tested, 0.13% active. AID 1346378; in the data active means activity change below about -50%; inconclusive means mostly about -30% to -49%;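 further: -100% = wells without enzyme as full effect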
#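 PI4K2A activity was measured by ADP-Glo luminescence: enzyme (4 ug/mL stock) and phosphatidylinositol (1.2 mM stock) in Tris pH 7.5/MgCl2/EGTA/Triton X-100 buffer were reacted with ATP (300 microM stock) for one hour at ambient temperature.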
# TrxR1 inh: inhibitors of rat thioredoxin reductase 1; O89049; recombinant rTrxR1, NADPH fluorescence consumption, selenite substrate; Potency, µM (top dose mostly 114 µM), without a hit: top-dose activity change, negative = inhibition, most hits filed as inhibitors; 390,000 tested, 1% active; AID 588453; further: potency means the concentration at half of the fitted maximal effect; on the % scale 0 is the no-effect control and ±100 the full control effect; nearly all actives have a fitted effect of over 65% in size
#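 Rat TrxR1 (90 nM in the dispensed reagent) was pre-reduced with 400 uM NADPH for 5 min at room temperature, then incubated with compound for 15 min. After 400 uM selenite was added, NADPH fluorescence (Ex 340/Em 450 nm) was followed for 8 min.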
# IDH1 R132H inh: inhibitors of human mutant IDH1 R132H | O75874 | 390,000 tested, 0.093% active | AID 602179 | IDH1-R132H enzyme, NADPH consumption, diaphorase/resazurin fluorescence | Potency, µM (top dose mostly 76.6 µM), for inactives: at the highest dose activity change, negative = inhibition, hits mostly inhibitors; further: potency means the concentration at half of the fitted maximal effect; on the % scale 0 is the no-effect control and ±100 the full control effect; nearly all actives have a fitted effect of over 65% in size
#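 IDH1-R132H (0.5 ug/mL) preincubated 30 min with compound, then NADPH (0.016 mM) and alpha-KG (2 mM) added; 80 min at RT, pH 7.5. Remaining NADPH coupled via diaphorase/resazurin to fluorescence (540/590 nm); concentration-response curves normalized to no-enzyme control.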
# D2 agonist: agonists of human D2 dopamine receptor; HEK293 T-REx D2 cells, calcium flux agonist mode; activation, % at 2 µM; 340,000 tested, 0.53% active; AID 485358;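 active means activation over 3 SD above normal in the single-dose calcium agonist read, cut at about 30% in these data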; further: 0% is about no effect
#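 Tetracycline-induced HEK293 T-REx cells with force-coupled D2 receptor, plated overnight at 30 C, loaded with no-wash calcium dye. After a 10 s baseline, compound was pin-added and calcium flux read kinetically for 180 s; calcium rises flagged agonists.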
# TRHR PAM: allosteric enhancers of human TRH receptor; AID 493056; TRHR cells, fluo-8 calcium fluorescence, EC20 TRH enhancement; enhancement, % at 2 µM; 360,000 tested, 0.66% active; P34981; in the data active means enhancement above about 30%; further: 0% is about no effect
#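 Enhancer read-out: after compound pinning and an initial kinetic agonist-mode read, an EC20 of TRH (10 nM final) was injected and fluo-8 calcium signal (Ex 480/Em 530) followed at 1 s/cycle for 100 cycles in TRHR-expressing cells.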
# Active calls of the source: *; ? = inconclusive; . = no result given; [ ] = dose if it differs, or a comment. Unless noted, the call rests on the fitted dose curve; in most records, active means well fitted inhibition curve with a large enough effect; inconclusive means small, poorly fitted or top-dose-only effect; inactive means no such curve, though single readings can be large or run the other way. Random draw from the library; any-hit rate near 3.9%.
SMILES,USP1 inh,D2 antagonist,TRHR ag,TrxR1 substrate,PI4K2A inh,TrxR1 inh,IDH1 R132H inh,D2 agonist,TRHR PAM
COc1ccc(OC)c(NC(=O)C2CCN(S(=O)(=O)c3ccc4c(c3)CCCC(=O)N4)CC2)c1,-26%,.,-0.3,3%,-3,8%,-2%,0.0,5
CCC(Sc1nnc2c(n1)[nH]c1ccccc12)C(=O)Nc1nnc(C(C)C)s1 (configuration not stated),0%,.,-0.2,2%,-3,20%,-1%,-0.2,-9
COc1ccc(CNC(=S)Nc2ccc(-c3ccccc3)cc2)cc1,-21%,1,15,3%[57.1 µM],3,21%[57.1 µM],-1%,-1.4,19
Cc1cc(NC(=O)c2cccc(S(=O)(=O)Nc3cccc(C(=O)O)c3)c2)no1,-9%,-1,0.2,4%[57.1 µM],-1,16%[57.1 µM],0%,0.7,11
O/N=C(\c1ccc(Cl)cc1)c1cc2ccccc2o1,-7%,.,0.6,2%,-5,21%,0%,.,-1
CCCc1c(C(=O)N/N=C/c2ccco2)nnn1-c1nonc1N,-14%,-3,-0.1,0%,1,3%,-9%,-0.7,2
C[C@@H](NS(=O)(=O)c1cc(Cl)ccc1F)[C@H](O)c1ccccc1,-17%,.,.,-1%,1,6%,-4%,.,.
O=C(c1cc(-c2ccc(Cl)cc2)on1)N1CCc2ccccc2C1,-5%,0,0.5,8%[57.1 µM],4,25%[57.1 µM],5%,0.4,-1
CCn1c(-c2ccc(N)cc2)nc2ccccc21,-21%,-21,0.3,98%[activator],-2,19%,7%,1.5,3
C=C(C)CSc1nnc([C@H](CCSC)NC(=O)OC(C)(C)C)o1,-16%,0,-0.6,6%[57.1 µM],4,-2%[57.1 µM],2%,0.8,0
COc1ccc(OC)c(C(=O)c2c(C)oc3cc(Br)c(O)c(CN(C)C)c23)c1,4%,.,.,7%[57.1 µM],-10,24%[57.1 µM],12%,.,.
COc1ccc(C)cc1S(=O)(=O)N1CCN(C(=O)c2ncoc2-c2ccccc2C)CC1,-14%,-33,0.5,-1%,1,8%,0%,0.1,3

# Ordered by value in USP1 inh (ascending): 4 from the list above.
compound	USP1 inh	D2 antagonist	TrxR1 substrate	PI4K2A inh	TrxR1 inh	TRHR PAM
CCn1c(-c2ccc(N)cc2)nc2ccccc21	-21%	-21	98%[activator]	-2	19%	3
COc1ccc(C)cc1S(=O)(=O)N1CCN(C(=O)c2ncoc2-c2ccccc2C)CC1	-14%	-33	-1%	1	8%	3
O=C(c1cc(-c2ccc(Cl)cc2)on1)N1CCc2ccccc2C1	-5%	0	8%[57.1 µM]	4	25%[57.1 µM]	-1
COc1ccc(OC)c(C(=O)c2c(C)oc3cc(Br)c(O)c(CN(C)C)c23)c1	4%	.	7%[57.1 µM]	-10	24%[57.1 µM]	.

# Arranged by length of the SMILES (smallest number first): some entries from above
SMILES,USP1 inh,D2 antagonist,TRHR ag,TrxR1 substrate,PI4K2A inh,TrxR1 inh,IDH1 R132H inh,D2 agonist,TRHR PAM
O/N=C(\c1ccc(Cl)cc1)c1cc2ccccc2o1,-7%,.,0.6,2%,-5,21%,0%,.,-1
C[C@@H](NS(=O)(=O)c1cc(Cl)ccc1F)[C@H](O)c1ccccc1,-17%,.,.,-1%,1,6%,-4%,.,.
COc1ccc(C)cc1S(=O)(=O)N1CCN(C(=O)c2ncoc2-c2ccccc2C)CC1,-14%,-33,0.5,-1%,1,8%,0%,0.1,3

# Additional results follow.
SMILES,USP1 inh,D2 antagonist,TRHR ag,TrxR1 substrate,PI4K2A inh,TrxR1 inh,IDH1 R132H inh,D2 agonist,TRHR PAM
C/C(=N\n1c(C)cc(C)c(C#N)c1=O)c1cccs1,-16%,.,.,-19%,-2,-18%,6%,.,.
CCCNc1ncnc2c1c(-c1ccccc1)cn2-c1ccc(OCC)cc1,-30%,.,0.8,3%[57.1 µM],-3,4%[57.1 µM],28µM*,0.7,-6
O=C(O)c1cc(-c2ccc(O)cc2)on1,-19%,2,0.7,6%[57.1 µM],-1,-18%[57.1 µM],0%,0.0,5
O=C(O)CCCCCNCc1ccncc1,-5%,0,0.6,7%,1,-13%,2%,-1.2,-3
CC(=O)Nc1ccc(-c2csc(N/N=C(/C)c3ccccc3)n2)cc1,-7%,-4,0.0,1%,-4,?,-1%,0.1,11
CC(=O)c1cccc(NC(=O)C2CCN(S(=O)(=O)c3ccc4[nH]c(=O)ccc4c3)CC2)c1,-19%,.,0.0,1%[57.1 µM],8,16%[57.1 µM],-7%,.,-2
Cc1cccc(-n2ncc3c(NCCCn4ccnc4)ncnc32)c1,-7%,-3,-0.1,9%,2,4%,6%,-1.2,1
COc1ccc(OCC(=O)Nc2ccc3c(c2)nc(CCN2CCCCC2)n3C)cc1,-13%,-4,0.2,8%[57.1 µM],1,16%[57.1 µM],-5%,1.8,7
CCc1ccc2nc(Nc3ncc(C(C)=O)c(C)n3)nc(C)c2c1,-1%,11,-0.8,-6%,-1,-1%,3%,0.0,2
COc1ccc(S(=O)(=O)NCCc2csc(C)n2)cc1C,-3%,-6,0.0,-1%,0,-1%,0%,0.1,19
CC(C)n1cc(C(=O)N2CCCC(Nc3ccc(F)c(F)c3)C2)cn1 (configuration not stated),-2%,-7,0.0,-14%,3,-21%,7%,0.9,-1
CN(C)c1ccc(NC(=O)CN2CCN(c3ccc(F)cc3)CC2)cc1,-15%,7,0.2,-2%,-1,16%,-6%,-0.7,-1

# Random excerpt: 2 records from the list, in no set order.
SMILES,USP1 inh,D2 antagonist,TRHR ag,TrxR1 substrate,PI4K2A inh,TrxR1 inh,IDH1 R132H inh,D2 agonist,TRHR PAM
CC(=O)Nc1ccc(-c2csc(N/N=C(/C)c3ccccc3)n2)cc1,-7%,-4,0.0,1%,-4,?,-1%,0.1,11
CN(C)c1ccc(NC(=O)CN2CCN(c3ccc(F)cc3)CC2)cc1,-15%,7,0.2,-2%,-1,16%,-6%,-0.7,-1

# The list continues.
SMILES,USP1 inh,D2 antagonist,TRHR ag,TrxR1 substrate,PI4K2A inh,TrxR1 inh,IDH1 R132H inh,D2 agonist,TRHR PAM
COCCNC(=O)c1cccc(OC2CCN(Cc3ccc(Cl)c(F)c3)CC2)c1,-1%,3,1.1,-2%[57.1 µM],0,-3%[57.1 µM],2%,0.1,-6
COc1cc(S(=O)(=O)N(Cc2ccccn2)Cc2ccco2)ccc1-n1cnnn1,3%,1,-0.1,0%,-2,-1%,2%,0.8,-6
CCOc1ccc(Cc2nc(C)c(CC(=O)N3CCCCC3)c(=O)[nH]2)cc1,-16%,3,-0.3,-3%,6,-7%,3%,0.0,1
O=C1C2C3C=CC(CC3)C2C(=O)N1/N=C/c1c(O)ccc2ccccc12 (configuration not stated),4%,-31,-0.8,-3%[57.1 µM],0,1%[57.1 µM],-1%,1.9,-6
CC(=O)NC(=O)c1cnn(-c2ccccc2)c1N,3%,-4,0.5,-9%,-7,-12%[57.1 µM],0%,1.6,2
O=C(Nc1ccc(-c2cnco2)cc1)c1ccc(Cl)cc1,-24%,-2,-0.2,11%,-9,26%,-2%,0.4,-3
COc1ccccc1C(=O)NC(C)c1ccccc1 (configuration not stated),-16%,3,-0.1,3%,-2,11%,8%,-0.6,-1
O=C(CCN1C(=O)C2CC=CCC2C1=O)Nc1ccc(S(=O)(=O)N2CCCCC2)cc1 (configuration not stated),-12%,-7,0.1,4%,-5,17%,4%,0.4,0
S=C(NCc1ccc(Cl)cc1Cl)Nc1ccccc1,-22%,-8,1.1,6%[57.1 µM],2,1%[57.1 µM],-1%,0.9,0
Cc1nc(-c2ccc(C(F)(F)F)cc2)sc1C(=O)NN,-28%,-9,1.4,0%,5,16%,0%,0.4,0
CC(=O)NC1CCC(=O)C=C1c1ccccc1 (configuration not stated),-13%,.,.,10%[57.1 µM],0,16%[11.4 µM],-1%,.,.
S=c1[nH]nc(C2CCCCC2)n1/N=C/c1ccc(Br)cc1,-8%,36*,-0.6,1%,6,1%,0%,1.5,1
CCOC(=O)c1sc(NC(=O)Nc2ccccc2)cc1C,-25%,-12,-0.4,2%,-5,10%,12%,0.8,11
COC(=O)CC(=O)CSc1nc2cc(C(=O)NCC(C)C)ccc2c(=O)n1CCc1ccccc1,-16%,.,0.2,2%[57.1 µM],-1,-1%[57.1 µM],13%,-1.1,-4
COc1ccc(CCNC(=O)CSc2nc3[nH]ncc3c(=O)n2-c2ccc(Cl)cc2Cl)cc1OC,-21%,5,-0.3,6%[0.0914 µM],-2,14%[0.0914 µM],0%,-0.4,-4
O=C(C1CCN(S(=O)(=O)c2cccc3nonc23)CC1)N1CCCCC1,-22%,4,0.5,6%[57.1 µM],3,6%[57.1 µM],-4%,0.0,-2
Cc1nc2sc3c(c2c(=O)n1/N=C/c1ccco1)CCCC3,-1%,27,-0.7,5%[2.29 µM],-3,-3%[2.29 µM],8%,0.4,-8
CCC1(c2ccccc2)NC(=O)N(CC(=O)NC2CCCCCC2)C1=O (configuration not stated),-21%,.,.,3%,0,15%,-11%,.,.
CCc1cccc(CC)c1NC(=O)COC(=O)c1ccc(F)c(S(=O)(=O)N(CC)CC)c1,2%,1,0.3,-4%,-7,-3%,2%,8.2,-24
Cc1cccc(C)c1Nc1nnc(SCC(=O)NC2CCS(=O)(=O)C2)s1 (configuration not stated),-10%,27,0.2,-7%,1,-7%,2%,0.7,-2
O=C(NNC(=O)C1CC(=O)N(Cc2ccccc2)C1)c1ccc(F)cc1 (configuration not stated),-21%,-2,-0.1,-3%,1,-5%,3%,0.1,-3
Cc1cccc(NC(=O)[C@@H]2CCCN2C(=O)OC(C)(C)C)c1,-6%,-14,0.1,9%[0.0914 µM],3,13%[57.1 µM],-7%,-0.1,-1
Cc1cccc(C(=O)N2CCC(=O)N(C(COCc3ccc(Cl)cc3)Cc3ccccc3)CC2)c1 (configuration not stated),-13%,-8,0.3,3%,3,18%,2%,17,-2
COc1ccc2[nH]c(=O)c(CN(Cc3ccc4c(c3)OCO4)C(C)=O)cc2c1,-18%,-7,0.3,1%,1,-5%,0%,0.7,3
